# Screening data deposited in PubChem by several laboratories.
# AGP1-GFP MLPCN = yeast TOR pathway AGP1-GFP modulation; S. cerevisiae AGP1-GFP multiplex flow cytometry, 3 h; GFP as percent of DMSO wells; GFP response vs DMSO, % at 10 µM; 320,000 tested, 0.02% active;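 active means GFP response relative to DMSO above a set limit, near screen average plus 3 SD, cut at about 150% in these data; inconclusive means fewer than 70 cells counted for the yeast strain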;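 further: median GFP channel fluorescence of the gated AGP1 strain per well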
# CIT2-GFP yeast = yeast TOR pathway CIT2-GFP modulation; S. cerevisiae CIT2-GFP strain, flow cytometry, 3 h; 100 means same as DMSO wells; GFP response vs DMSO, % at 10 µM; 320,000 tested, 0.065% active;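 active means GFP response relative to DMSO above a set limit, near the screen mean plus 3 SD, cut at about 150% in these data; inconclusive means Fewer than 70 cells measured for a yeast strain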;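 further: ratio of well median GFP fluorescence to mean of DMSO wells on the plate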
# RPL19A TOR yeast = alters RPL19A-GFP fluorescence in TOR pathway yeast screen; S. cerevisiae RPL19A-GFP strain, flow cytometry, 3 h; stronger effect = lower value; percent response vs DMSO, % at 10 µM; 330,000 tested, 0.3% active; AID 2025;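 active means percent response vs DMSO below 50%; inconclusive means fewer than 70 events counted for the yeast strain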;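 further: median channel GFP fluorescence of the barcoded RPL19A-GFP strain; ratio of sample median GFP to plate DMSO average so 100% = DMSO; lower means less RPL19A-GFP as with rapamycin TOR inhibition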
# LAP4-GFP MLPCN = alters LAP4-GFP fluorescence in TOR pathway yeast screen; S. cerevisiae LAP4-GFP multiplex, flow cytometry GFP, 3 h; median GFP as percent of DMSO wells; GFP response vs DMSO, % at 10 µM; AID 2023; 320,000 tested, 0.34% active;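 active means GFP response vs DMSO above a set limit, about the screen mean plus 3 SD, cut at about 150% in these data; inconclusive means under 70 cell events counted for the yeast strain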
# GASC-1 inh = inhibitors of human GASC-1 (JMJD2C) demethylase | GST-JMJD2C(1-420) H3K9me3 demethylation, DELFIA europium | inhibition, % at 2.35 µM | Q9H3R0 | 330,000 tested, 0.069% active;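 active means more than half of a compound's replicate wells show inhibition beyond 50%, single wells judged on their own value; inconclusive means some, but no more than half, of replicates pass 50% inhibition; inactive means no replicate passes 50% inhibition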;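 further: signal counts dimethyl H3K9 product captured on neutravidin plate; 0% = median of DMSO wells and 100% = 0.3 times that DMSO median; strong numbers were not always called active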
# GRK2 aptamer HTS = blocks RNA aptamer binding to human GRK2 | P25098 | bead flow cytometry, FAM-aptamer displacement from GRK2 | inhibition of aptamer binding, % at 10 µM | 330,000 tested, 0.59% active | AID 488847;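 active means inhibition of aptamer binding above 40%, roughly 3 SD of noise, on plates passing a quality check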;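 further: median bead fluorescence of bound FAM aptamer so fluorescent compounds give negative values; no value below 0 was filed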
# MEP2 TOR yeast = yeast TOR pathway MEP2-GFP modulation; 330,000 tested, 0.51% active; AID 2016; S. cerevisiae MEP2-GFP strain, flow cytometry GFP, 3 h; 100% = DMSO control level; GFP response vs DMSO, % at 10 µM;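 active means GFP response versus DMSO above a set limit, roughly screen mean plus 3 SD, cut at about 180% in these data; inconclusive means fewer than 70 cells counted for a yeast strain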;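 further: median GFP fluorescence of the barcode-gated MEP2-GFP cells per well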
# VLA-4 inh = inhibition in a human VLA-4 binding assay | inhibition, % (about 7 µM as worked out from the volumes in the protocol) | VLA-4 expressing cells, ligand binding flow cytometry | 330,000 tested, 0.2% active; in the data active means inhibition above about 50%
# Target sequence (P13612 whole entry, looked up): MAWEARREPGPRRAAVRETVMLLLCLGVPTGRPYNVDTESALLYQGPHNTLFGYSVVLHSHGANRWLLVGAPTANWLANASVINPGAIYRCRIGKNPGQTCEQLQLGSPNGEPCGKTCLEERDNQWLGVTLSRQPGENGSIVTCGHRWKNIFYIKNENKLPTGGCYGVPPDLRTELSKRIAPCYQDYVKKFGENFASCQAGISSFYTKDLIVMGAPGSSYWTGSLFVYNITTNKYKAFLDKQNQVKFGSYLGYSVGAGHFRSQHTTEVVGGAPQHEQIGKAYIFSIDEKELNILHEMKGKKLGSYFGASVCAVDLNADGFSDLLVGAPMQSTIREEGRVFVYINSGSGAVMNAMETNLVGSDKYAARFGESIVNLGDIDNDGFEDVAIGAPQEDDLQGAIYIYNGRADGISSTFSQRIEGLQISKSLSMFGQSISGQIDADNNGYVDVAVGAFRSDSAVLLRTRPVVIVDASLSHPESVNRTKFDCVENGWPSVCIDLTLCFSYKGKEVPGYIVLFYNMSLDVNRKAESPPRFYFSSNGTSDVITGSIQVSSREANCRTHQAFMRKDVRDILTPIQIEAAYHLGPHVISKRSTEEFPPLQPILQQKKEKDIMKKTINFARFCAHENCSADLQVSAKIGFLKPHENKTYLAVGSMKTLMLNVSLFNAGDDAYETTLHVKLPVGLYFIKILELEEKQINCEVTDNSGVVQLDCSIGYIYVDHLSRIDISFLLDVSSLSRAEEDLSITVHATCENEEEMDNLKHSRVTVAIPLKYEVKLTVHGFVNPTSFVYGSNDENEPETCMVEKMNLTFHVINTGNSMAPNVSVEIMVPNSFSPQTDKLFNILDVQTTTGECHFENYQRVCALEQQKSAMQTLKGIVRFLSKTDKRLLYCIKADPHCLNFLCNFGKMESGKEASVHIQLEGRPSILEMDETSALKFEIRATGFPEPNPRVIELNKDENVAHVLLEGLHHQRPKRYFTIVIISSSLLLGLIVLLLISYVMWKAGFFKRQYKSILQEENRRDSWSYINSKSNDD
# Active calls of the source: *; ? = inconclusive; nt = no result given; [ ] = another dose, or the depositor's remark. Outcome played no part in choosing rows (roughly 1.7% active in at least one column).
SMILES,AGP1-GFP MLPCN,CIT2-GFP yeast,RPL19A TOR yeast,LAP4-GFP MLPCN,GASC-1 inh,GRK2 aptamer HTS,MEP2 TOR yeast,VLA-4 inh
Cc1c([N+](=O)[O-])c([N+](=O)[O-])nn1CC(=O)N1CCCCC1,111.6,98.2,99.1,129.0,-6.4,0.0,111.3,5.1
O=C(Nc1ccc2[nH]c(=O)[nH]c2c1)c1c(F)c(F)c(F)c(F)c1F,98.9,96.1,96.9,93.7,20.0,0.0,97.5,-1.3
Cc1ccc(S(=O)(=O)N2[C@@H](c3ccccc3F)C(C(=O)O)=CC[C@H]2c2ccc(Cl)cc2)cc1,83.6,113.1,96.2,134.9,-4.6,1.0,88.0,2.3
CC(C)Sc1nc2ccc(N3C(=O)C4CCCCC4C3=O)cc2s1 (stereo not drawn),99.0,109.5,102.3,94.3,-3.7,3.0,112.1,6.4
Cc1nc2ccccn2c1C(=O)Nc1ccc2c(c1)OCCO2,nt,99.0,97.5,108.5,-4.9,5.0,99.9,10.3
CC1(OC(=O)C2CCCC2)C(=O)C=C2C=C(c3ccsc3)N(Cc3ccco3)C=C2C1=O (stereo not drawn),75.6,72.4,94.1,93.0,12.4,4.0,85.2,-0.9
CSc1nc(N2CCOCC2)c2ccccc2n1,91.6,92.1,96.1,93.0,-1.6,1.0,94.5,-6.6
Cc1ccc(NCc2n[nH]c(=S)n2-c2ccccc2)cc1,105.8,98.7,110.4,96.1,9.5,3.0,110.8,6.4
CC(C)(C)C(=O)NC(=S)Nc1ccccc1C(N)=O,90.7,85.3,92.8,94.7,-10.8,1.0,89.9,13.2
COc1ccc([C@@H]2[C@@H]3C(=O)N(C(C)(C)C)C(=O)[C@@H]3[C@]3(CC(C)C)C(=O)N(c4ccc(C(F)(F)F)cc4)C(=O)N23)cc1,80.2,87.5,89.9,115.3,-6.0,3.0,83.1,-12.1
CC(C)C(NC(=O)c1ccccc1)C(=O)NC1=NCCS1 (stereo not drawn),101.5,98.3,97.3,97.1,-5.7,1.0,96.5,26.5
NC(=O)c1ccc(NC(=O)Cc2csc(-c3ccccc3)n2)cc1,99.2,96.6,99.4,93.8,-2.2,0.0,94.0,32.4
COc1cccc(NC(=O)CN2CCN(C(=O)c3ccco3)CC2)c1,92.2,99.6,100.6,89.6,32.6,0.0,103.5,3.8
CC(C)NC(=O)C(=O)Nc1cc2c3c(c1)CCC(=O)N3CCC2,102.9,110.7,100.5,98.2,0.0,0.0,103.2,11.6
CCN(CC)c1ccc(NC(=O)COC(=O)c2cccs2)cc1,?,?,16.0*[may fluoresce violet],136.2[may fluoresce violet],0.3,0.0,242.5*[may fluoresce violet],8.3
CC(C)CNC(=O)c1cccc(NC(=O)Cc2ccc(Cl)cc2)c1,104.4,105.9,104.0,98.9,3.0,2.0,106.2,10.2
COC(=O)c1sc(N)c(C(=O)OC)c1COC(=O)C12CC3CC(CC(O)(C3)C1)C2,11.9[may fluoresce violet],?,67.6[may fluoresce violet],78.1[may fluoresce violet],-13.4,0.0,249.0*[may fluoresce violet],-4.4
CCN(CC)CCn1c(N)cc(=O)[nH]c1=O,103.1,103.0,105.7,91.4,-2.9,0.0,101.0,3.6
Fc1ccc(COc2ccc(-c3nnco3)cc2)cc1,97.2,95.4,95.6,123.5,14.3,2.0,97.8,19.1
CC(=O)OCc1ccccc1Sc1ccccc1C(=O)NCc1ccccc1,100.7,95.9,97.7,107.8,-8.9,1.0,96.6,1.3
CC(=O)NC(C1C(=O)CC(C)(C)CC1=O)(C(F)(F)F)C(F)(F)F,113.1,110.2,102.4,95.6,12.2,0.0,108.5,23.6
O=C(COC(=O)c1cc(Br)c(Br)s1)NCCC1=CCCCC1,104.0,99.8,102.5,109.8,-6.3,0.0,111.5,-4.7
CC(C(=O)NCc1ccccc1Cl)N1C(=O)c2ccccc2C1=O (stereo not drawn),101.0,101.0,107.0,110.3,-1.8,1.0,105.8,3.0
CC(=O)N(C1=C(Cl)C(=O)c2ccccc2C1=O)c1ccc(C(=O)O)cc1,91.4,108.6,116.7,99.2,5.4,6.0,105.4,1.1
CSCC(=O)N1CCCC(N2CCN(c3cccc(C(F)(F)F)c3)CC2)C1 (stereo not drawn),100.5,103.5,103.5,83.7,6.3,2.0,96.4,0.9

# (next part)
SMILES,AGP1-GFP MLPCN,CIT2-GFP yeast,RPL19A TOR yeast,LAP4-GFP MLPCN,GASC-1 inh,GRK2 aptamer HTS,MEP2 TOR yeast,VLA-4 inh
CCOc1ccccc1CNC(=O)c1cc2oc3ccccc3c2n1CC,79.5,99.8,97.0,102.6,-4.9,4.0,97.5,7.6
C=CCN1C(=O)C2(OCCCO2)c2cc(CCCC)ccc21,95.6,95.4,97.5,101.3,61.3,1.0,99.4,4.3
O=C(CN1CCN(c2ccccc2)CC1)N1CCN(c2ccccc2)CC1,103.5,105.3,97.7,99.1,3.7,0.0,105.6,2.5
Cc1ccc(CNc2ccc3c(c2)ncn3C(C)(C)C)cc1,97.4,92.7,95.0,103.7,-1.5,0.0,97.0,1.7
CC1=CC(C)(C)C(C(=O)O)C(C(=O)O)C1 (stereo not drawn),100.1,100.9,99.6,95.3,13.2,1.0,100.2,14.1
O=C(O)C1CCCCC1C(=O)Nc1cnn(Cc2ccccc2)c1 (stereo not drawn),93.0,98.2,93.8,90.7,-5.4,0.0,96.9,12.1
COc1cc(OC)c(NC(=O)c2cc(S(=O)(=O)N3CCOCC3)cn2C)cc1Cl,103.6,101.0,102.0,100.9,10.3,0.0,102.0,7.3
O=C1C(=Cc2cccs2)C(=O)c2ccccc21,88.2,87.9,104.3,86.6,5.0,0.0,100.7,24.6
COc1ccc(OC)c(S(=O)(=O)Nc2cc(Cl)cc(Cl)c2)c1,102.9,109.6,99.6,99.4,4.5,0.0,103.2,-8.2
COc1ccc(C)cc1NC(=S)NNC(=O)c1c(Br)cnn1C,94.9,88.5,98.3,110.5,14.1,3.0,90.4,-5.2
COCCCNCC(O)COc1ccccc1F (stereo not drawn),110.9,109.2,100.5,111.5,-15.4,0.0,102.1,-8.2
O=c1[nH]c2cc3c(cc2cc1C(c1nnnn1Cc1ccccc1)N1CCCCCC1)OCCO3 (stereo not drawn),100.9,96.0,98.9,94.5,-32.8,0.0,102.8,4.1
O=C(NCC(c1ccco1)N1CCc2ccccc2C1)C(=O)Nc1cc(F)ccc1F (stereo not drawn),110.9,104.7,100.7,106.0,6.2,0.0,99.5,12.7
O=C(COC(=O)C1C2CC3OC(=O)C1C3C2)Nc1ccc(Br)cc1 (stereo not drawn),82.6,84.0,93.3,96.5,-3.4,1.0,87.5,9.6
CCc1ccc(NC(=O)CCNC(=O)Cn2ccc3ccccc3c2=O)cc1,98.2,94.8,98.9,87.0,-8.1,1.0,102.0,-4.2
CCN(CC)C(=O)COc1ccc(-c2nnc(Nc3ccc(OC)c(C(=O)NC)c3)c3ccccc23)cc1,102.3,102.6,99.6,103.3,9.0,0.0,99.3,9.3
O=C(OCC(=O)c1ccco1)c1ccc2ncsc2c1,93.3,87.2,100.6,94.0,-1.3,0.0,102.0,19.1
COc1ccc(NC(=O)CSc2nc(C)c3c(c2C#N)CCCC3)cc1,106.3,99.9,99.0,101.5,-0.6,0.0,102.3,-53.6
O=C(CN1CCOCC1)Nc1ccc(C2CCCCC2)cc1,100.3,107.6,101.7,100.1,3.3,0.0,105.6,14.2
CC1(C)CC(CCNC(=O)c2ccc(-n3cnnn3)cc2)CC(C)(C)N1,102.9,99.1,97.7,96.2,7.4,1.0,94.9,0.9
COc1ccc(-c2csc(NC(=O)CN3C(=O)NC4(CCCC4)C3=O)n2)cc1,97.1,97.6,94.0,93.8,1.9,3.0,98.2,10.5
CN(CC(=O)NCc1cccnc1)S(=O)(=O)c1ccc2c(c1)c(=O)n(C)c(=O)n2C,106.2,103.2,102.8,111.2,-14.0,1.0,106.2,-13.2
COc1cc(/C=C/C(=O)OCC(=O)N2CCN(S(=O)(=O)c3ccc(C)cc3C)CC2)ccc1O,94.9,98.7,96.4,85.2,-4.0,6.0,97.6,30.6
O=C(COc1ccc([N+](=O)[O-])cc1)NNC(=O)c1cccs1,105.1,98.3,98.2,101.5,4.4,0.0,100.4,8.9
CCOC(=O)c1oc2ccccc2c1CN1CCCCC1,93.3,90.2,93.0,110.0,-5.1,0.0,91.6,-7.6

# 4 structures already listed, arranged by count of non-hydrogen atoms, ascending:
SMILES,AGP1-GFP MLPCN,CIT2-GFP yeast,RPL19A TOR yeast,LAP4-GFP MLPCN,GASC-1 inh,GRK2 aptamer HTS,MEP2 TOR yeast,VLA-4 inh
O=C1C(=Cc2cccs2)C(=O)c2ccccc21,88.2,87.9,104.3,86.6,5.0,0.0,100.7,24.6
Cc1ccc(CNc2ccc3c(c2)ncn3C(C)(C)C)cc1,97.4,92.7,95.0,103.7,-1.5,0.0,97.0,1.7
COc1ccc(C)cc1NC(=S)NNC(=O)c1c(Br)cnn1C,94.9,88.5,98.3,110.5,14.1,3.0,90.4,-5.2
O=c1[nH]c2cc3c(cc2cc1C(c1nnnn1Cc1ccccc1)N1CCCCCC1)OCCO3 (stereo not drawn),100.9,96.0,98.9,94.5,-32.8,0.0,102.8,4.1

# Next compounds:
SMILES,AGP1-GFP MLPCN,CIT2-GFP yeast,RPL19A TOR yeast,LAP4-GFP MLPCN,GASC-1 inh,GRK2 aptamer HTS,MEP2 TOR yeast,VLA-4 inh
O=C(COC(=O)C1CCN(S(=O)(=O)c2cccs2)CC1)NCc1ccccc1,94.3,96.0,93.8,112.0,-18.2,0.0,111.2,6.9
O=C(Nc1ccncc1)C1CCN(S(=O)(=O)c2ccccc2C(F)(F)F)CC1,94.6,121.3,99.8,88.3,8.8,1.0,104.4,13.1
CCOC(=O)[C@@H]1[C@H]2COc3ccccc3[C@@H]2N2C(=O)N(c3cccc(F)c3)C(=O)[C@@]12C,94.7,86.5,90.4,93.7,-1.2,0.0,90.6,14.3
COc1ccc(-n2c(C)nn(C)c2=O)c(OC)c1,106.3,113.3,103.8,94.5,-2.6,1.0,99.0,-10.7
CCc1ccc(/C(C)=N/NC(=O)c2ccc(-n3cnnn3)cc2)cc1,102.1,103.1,105.0,99.8,-3.3,4.0,101.6,19.4
C[C@@H](NC(=O)Cn1ccc(NC(=O)OCc2ccccc2)nc1=O)c1cccc2ccccc12,98.7,87.9,97.8,103.6,-3.6,0.0,95.6,0.0
O=C(NNC(=O)C1C2CCC(C2)C1C(=O)O)c1cccc(Cl)c1 (stereo not drawn),104.4,100.2,99.8,96.5,-1.9,0.0,95.4,0.8
Cn1cnnc1SCC(=O)Nc1ccccc1F,101.4,105.3,101.9,98.6,6.2,0.0,100.2,3.5
O=C(COC(=O)c1cnccn1)Nc1ccc2c(c1)OCO2,93.4,94.3,91.2,92.0,1.0,3.0,97.0,1.5
OC1CC(c2ccco2)NC2(CCCCC2)C1 (stereo not drawn),91.0,89.4,92.9,94.7,9.0,2.0,96.5,15.9
CN(CC(=O)Nc1ccccc1[N+](=O)[O-])Cc1ccc(Br)cc1,105.1,99.9,99.2,107.2,10.3,0.0,101.4,0.4
COc1ccc(N2C(=O)CC(n3c(CCCCO)nc4ccccc43)C2=O)cc1 (stereo not drawn),97.6,101.3,97.8,98.5,-0.2,1.0,98.3,-1.1
Cc1ncc([N+](=O)[O-])n1CC(=O)NC1CCCCCC1,123.4,115.7,109.7,109.0,0.8,0.0,114.0,11.2
O=C(C[C@@H]1C/C=C/CCCC(=O)O[C@H](c2ccccc2)CNC1=O)NCCO,104.5,107.2,101.8,102.9,-1.5,4.0,101.2,-7.5
COCCOC(=O)C1=C(C)Nc2nc(C)nn2C1c1ccccc1 (stereo not drawn),101.7,93.7,100.0,100.6,-3.4,4.0,102.4,76.0*
